Screening results: PubChem BioAssay, The Scripps Research Institute Molecular Screening Center
ADAM17 inh: inhibitors of human ADAM17; hit rate 0.83% among 370,000; recombinant ADAM17, EDANS/DABCYL FRET peptide cleavage; P78536; inhibition, % at 6.95 µM;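 active means inhibition above the mean of compounds lying between control limits plus 3 SD, set per campaign, cut at about 8.5% in these data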;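 further: 0% = DMSO-only wells as the low control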
Target sequence (P78536 215-824 limits assumed): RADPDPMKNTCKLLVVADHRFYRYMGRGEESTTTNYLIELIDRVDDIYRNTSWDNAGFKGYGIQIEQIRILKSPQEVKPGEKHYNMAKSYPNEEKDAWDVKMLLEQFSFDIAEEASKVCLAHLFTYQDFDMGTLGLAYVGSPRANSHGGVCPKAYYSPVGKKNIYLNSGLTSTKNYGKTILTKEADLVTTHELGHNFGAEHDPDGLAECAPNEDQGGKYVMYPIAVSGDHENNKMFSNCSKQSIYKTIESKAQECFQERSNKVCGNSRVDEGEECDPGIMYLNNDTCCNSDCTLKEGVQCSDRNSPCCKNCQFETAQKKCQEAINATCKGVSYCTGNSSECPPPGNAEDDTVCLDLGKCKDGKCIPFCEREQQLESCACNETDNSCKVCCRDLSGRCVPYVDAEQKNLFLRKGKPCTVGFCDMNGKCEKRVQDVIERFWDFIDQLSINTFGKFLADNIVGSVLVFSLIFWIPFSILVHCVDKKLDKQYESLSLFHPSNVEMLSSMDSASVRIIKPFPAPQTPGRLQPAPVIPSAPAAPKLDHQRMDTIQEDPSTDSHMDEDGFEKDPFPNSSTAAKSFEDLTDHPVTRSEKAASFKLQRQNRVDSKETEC
Tn7 DDE FP: disrupts Tn7 cyclic peptide binding to fibrin D-Dimer-E complex. inhibition, % at 8.3 µM. hit rate 0.13% among 370,000. P02675. FP displacement of FITC-Tn7 peptide from fibrin DD(E); 0% = median of compound wells per plate. AID 720508;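 active means inhibition above the mean of compounds falling within the control limits plus 3 SD of them, cut at about 14% in these data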;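 further: 0% = plate median of compound wells and 100% = 10 µM Aha-Tn7 peptide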
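system = human fibrin DD(E) protein | quantity = DD(E) 2 µM final | medium = Tris/NaCl/CaCl2 buffer, pH 7.8 | also added = labelled Tn7 tracer, 0.1 µM | compound dosing = single point at 8.3 µM | timing = compound with protein 10 min, then 3 h after probe, room temperature | signal = FP measurement | benchmarks = Aha-Tn7 high control | repeats = one replicate per compound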
ARFGAP1 inh: rat ARFGAP1 inhibition. Q62848. Arfgap1-stimulated ARF1 GTP hydrolysis, GDP FP detection. inhibition, % at 16.5 µM. hit rate 0.26% among 360,000;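 active means inhibition above a per-plate limit, mean inhibition of low control wells plus 3 SD, cut at about 25% in these data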;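 further: 0% = DMSO wells with enzyme and 100% = wells lacking Arfgap1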
Target sequence (Q62848 1-136 limits assumed): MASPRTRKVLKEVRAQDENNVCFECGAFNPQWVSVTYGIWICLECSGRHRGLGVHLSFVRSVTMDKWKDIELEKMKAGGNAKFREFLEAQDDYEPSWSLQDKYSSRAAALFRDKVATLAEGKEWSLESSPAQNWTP
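material = rat Arfgap1 catalytic domain, aa 1-136 | also added = human ARF1(Δ1-17)-GTP substrate | compound dosing = one concentration, 16.5 µM, DMSO 1.26% | times = GTP hydrolysis reaction 2 h at 25 °C | measured by = FP, GDP Alexa 633 tracer displaced from anti-GDP antibody, 620/688 nm | evaluation = percent inhibition of Arfgap1-stimulated GTP hydrolysis | replication = single well per compound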
ASAP1 inh: ASAP1 ArfGAP inhibition | Q9ULH1 | ASAP1-stimulated ARF1 GTP hydrolysis, GDP FP detection | inhibition, % at 16.5 µM | hit rate 0.19% among 360,000; in the data active means inhibition above about 25%;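 further: 0% = vehicle with enzyme and substrate and 100% = no enzyme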
MBD2 DNA inh: blocks human MBD2 binding to methylated DNA | Q9UBB5 | TR-FRET, MBD2 binding to methylated oligonucleotide | inhibition, % at 4.4 µM | hit rate 0.31% among 370,000 | AID 686964; in the data active means inhibition above about 13%
proKLK7 act: activators of human kallikrein-7 zymogen | AID 652039 | activation, % at 7 µM | P49862 | hit rate 0.9% among 370,000 | purified proKLK7, EDANS-DABCYL substrate fluorescence; 100% is mature enzyme control, 0% vehicle;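 active means activation above the mean of all tested compounds plus 3 SD, computed per campaign excluding outliers beyond control limits, cut at about 13% in these data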
Target sequence (P49862 whole entry, looked up): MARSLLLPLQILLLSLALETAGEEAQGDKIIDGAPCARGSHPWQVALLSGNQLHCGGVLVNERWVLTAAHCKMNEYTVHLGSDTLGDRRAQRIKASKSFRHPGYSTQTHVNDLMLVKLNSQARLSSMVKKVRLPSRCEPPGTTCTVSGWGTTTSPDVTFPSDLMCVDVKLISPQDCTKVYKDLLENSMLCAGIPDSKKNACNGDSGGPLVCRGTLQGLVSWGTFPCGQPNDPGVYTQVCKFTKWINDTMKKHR
PLC-beta3 inh: blocks human PLC-beta3 enzyme activity. Q01970. Purified PLC-beta3, fluorogenic substrate, fluorescence. inhibition, % at 12.2 µM. hit rate 0.18% among 370,000; in the data active means inhibition above about 11%;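 further: 0% = median of compound wells on plate and 100% = full blocker control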
DDE Tn6 FP inh: DD(E)-Tn6 binding inhibition, primary FP screen; P02675; Fibrin DD(E) TRITC-Tn6 fluorescence polarization displacement; inhibition, % at 8.3 µM; hit rate 0.21% among 370,000; AID 720509;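 active means inhibition above a per-campaign cutoff: mean of compounds within control limits plus 3 SD, cut at about 15% in these data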;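 further: 0% = median of all compound wells on the plate and 100% = blocking peptide control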
UHRF1 binding: blocks human UHRF1 binding to methylated DNA | UHRF1 binding to methylated oligo, TR-FRET | inhibition, % at 4.4 µM | Q96T88 | hit rate 0.75% among 370,000 | AID 687016; in the data active means inhibition above about 21%;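 further: UHRF1 SRA domain binding a hemimethylated CpG hairpin DNA probe; 0% = median of test compound wells and 100% = reference inhibitor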
PLC-gamma1 inh: blocks human PLC-gamma1 enzyme activity. P19174. purified PLC-gamma1, fluorogenic substrate, fluorescence. inhibition, % at 12.2 µM. hit rate 0.84% among 370,000. AID 720700; in the data active means inhibition above about 9.5%
* marks the source's active call; other numbers are inactive results; i = inactive.

SMILES	ADAM17 inh	Tn7 DDE FP	ARFGAP1 inh	ASAP1 inh	MBD2 DNA inh	proKLK7 act	PLC-beta3 inh	DDE Tn6 FP inh	UHRF1 binding	PLC-gamma1 inh
Cc1cccc(OCCCC(=O)Nc2ccc(Br)cc2)c1	-4	-1	-1	-3	0	0.1	-1	1	0	-4
COc1cccc2c(C)nc(Nc3nc(CSc4nnc(C)s4)cc(=O)[nH]3)nc12	-4	-3	14	2	-1	-0.1	-1	5	0	4
O=C(OCc1nnc(-c2ccccc2)o1)c1cc(S(=O)(=O)N2CCOCC2)ccc1F	-2	11	6	0	3	0.3	-4	0	-1	0
CCN1CCN(c2ccc(N=Cc3ccccc3O)cc2)CC1	-1	0	2	0	-7	-0.3	-5	4	0	-2
COCCN(C(=O)COC(=O)CCc1ccccc1OC)c1c(N)n(Cc2ccccc2)c(=O)[nH]c1=O	2	-3	-4	-12	-8	0.3	2	-1	2	-3
O=C(CSc1nnc(Cc2ccccc2)n1-c1cccc(Cl)c1)NNC(=O)Cc1ccccc1	15*	-4	-14	-12	-2	-0.2	9	2	3	10*
O=C(O)C1C2CCC(C2)C1C(=O)N1CCCC1 (configuration not stated)	4	-10	-9	-1	-3	0.1	-2	2	-3	2
Cc1ccc(C)c(Sc2ccc(S(=O)(=O)Nc3ccc(C(=O)O)cc3)cc2)c1	2	3	2	2	-4	-0.1	-8	8	3	-3
CN(C(=O)COC(=O)c1ccccc1Nc1ccccc1)c1c(N)n(Cc2ccccc2)c(=O)[nH]c1=O	-19	-1	-5	-11	5	-5.9	-79	-1	10	-54
CN(C)C(=O)CCc1ccc2c3c([nH]c2c1)[C@]1(CCc2ccccc2)[C@@H](C(=O)N2CCCCC2)C[C@H](CC(=O)NC(C)(C)C)C(=O)N1CC3	0	0	-1	-3	0	0.2	2	-6	-3	2
CC1CCCC(NC(=O)COC(=O)/C=C/c2ccc(F)cc2)C1C (configuration not stated)	-3	0	1	1	2	0.4	-4	5	-1	-2
COc1ccccc1S(=O)(=O)N(C)C[C@H]1OCc2cnnn2CCCC(=O)N([C@H](C)CO)C[C@@H]1C	-3	-2	-6	-14	-1	0.5	0	-10	-1	-4
CCOc1ccc(NC(=O)CN(C)C(=O)c2ccc3nc(CC)c(CC)nc3c2)cc1OCC	-4	2	4	-8	1	-0.2	-7	1	1	-2
CCOC(=O)N1CCc2c(sc3c2c(=O)n(Cc2ccccc2)c(=O)n3Cc2ccccc2F)C1	2	-9	-5	-2	2	0.4	3	-3	0	-3
Cn1c(=O)cc(OCCCC(=O)NCc2cccnc2)c2ccccc21	-2	-8	-5	7	-3	0.1	-1	4	-3	2
COc1cccc(CN2CC(C(=O)N3CCCC3)CCC2=O)c1 (configuration not stated)	-2	-4	6	2	0	0.0	0	-2	1	6
CC1(C2CC2)NC(=O)N(CC(=O)Nc2ccc(OC(F)F)cc2)C1=O (configuration not stated)	0	2	-9	1	-1	0.0	-2	8	-2	-1
O=C1NN(c2ccccc2)C(=O)/C1=C/c1ccc(-c2ccc(C(=O)O)cc2)o1	-16	1	-6	6	7	0.6	-29	-4	19	-19
CCCCNC(=O)C1(C)CCCCN1Cc1ccc(OCc2ccccc2)cc1 (configuration not stated)	-2	3	8	16	2	0.5	-2	-3	2	1
CCS(=O)(=O)NCCc1csc(C)n1	-2	-3	1	-5	-3	0.4	-2	1	7	-1
CC(c1ccco1)N(C(=O)Nc1ccccc1)C1CCCCC1 (configuration not stated)	-2	-3	-10	-10	1	-0.1	1	5	0	1
CC(C)NC(=O)NC(=O)COC(=O)C1(C)CC1(Cl)Cl (configuration not stated)	1	2	5	7	-2	-0.9	5	-4	0	0
COc1ccc(-c2nc3c(C)cc(Br)cn3c2Cc2ccc(C)cc2)cc1OC	-9	2	10	2	2	-1.9	-32	4	8	-17
C[C@@H]1CN([C@@H](C)CO)C(=O)CCCn2cc(nn2)CO[C@H]1CN(C)C(=O)c1cc(-c2ccccc2)on1	-5	5	-4	-3	8	-0.6	-1	0	19	0
Cc1ccc(CNC(=O)CC(C)S(=O)(=O)c2ccc3c(c2)NC(=O)C(C)S3)cc1 (configuration not stated)	-4	-3	10	5	7	0.1	-5	-2	6	-1
COc1cc(N(C)C)c([N+](=O)[O-])cc1C(=O)NC(C)CNc1ccc([N+](=O)[O-])cc1Cl (configuration not stated)	-4	-2	6	0	2	-0.3	1	-10	0	-3
CC(NC(=O)c1cc(COc2c(F)cccc2F)on1)c1cnn(-c2ccccc2)c1 (configuration not stated)	6	-3	-8	10	-1	0.3	-1	4	0	1
COCCNC(=S)Nc1cc(S(=O)(=O)N2CCOCC2)ccc1N1CCCCC1	-6	0	1	13	-4	0.7	-11	3	0	-5
CC(C)NS(=O)(=O)c1ccc2c(c1)NCC2	1	6	-12	-7	-5	0.3	3	4	-1	0
CC1(C)CCC(=O)C=C1Nc1ccc(F)c(Cl)c1	-3	4	3	-10	6	-0.5	-6	-10	2	1

Arranged by the number under MBD2 DNA inh (low to high): three of the compounds above
smiles | MBD2 DNA inh
CC(C)NC(=O)NC(=O)COC(=O)C1(C)CC1(Cl)Cl (configuration not stated) | -2
CN(C)C(=O)CCc1ccc2c3c([nH]c2c1)[C@]1(CCc2ccccc2)[C@@H](C(=O)N2CCCCC2)C[C@H](CC(=O)NC(C)(C)C)C(=O)N1CC3 | 0
CC1CCCC(NC(=O)COC(=O)/C=C/c2ccc(F)cc2)C1C (configuration not stated) | 2

Other results follow.
SMILES	ADAM17 inh	Tn7 DDE FP	ARFGAP1 inh	ASAP1 inh	MBD2 DNA inh	proKLK7 act	PLC-beta3 inh	DDE Tn6 FP inh	UHRF1 binding	PLC-gamma1 inh
CCC(=O)N(CC)Cc1cc(=O)[nH]c2ccccc12	-4	9	-8	-3	1	0.2	-1	6	-2	0
CNc1ccccc1	-4	0	-3	5	0	0.0	-2	7	3	-3
CCC(C)[C@H](NC(=O)c1cc2cc(Cl)ccc2n1C)C(=O)N1CCC[C@H]1C(=O)O (some centres not stated)	-2	-3	-3	-7	5	-0.3	-7	-5	1	-2
Cc1ccc(OCC(=O)Nc2cccc(S(=O)(=O)NC3=NCCCCC3)c2)cc1C	0	-5	10	-4	3	0.2	-5	-6	0	0
CN1CCN(NC(=O)c2ccc(S(=O)(=O)N3CCCCCC3)cc2)CC1	-1	-3	4	8	3	-0.2	-2	6	1	1
CC(C)(C)N1NC(=O)Nc2ccccc2C1=O	4	-5	4	7	-5	-0.4	-3	1	3	2
CCOC(=O)C(NC(=O)c1ccccc1)(N1CCOCC1)C(F)(F)F (configuration not stated)	1	-4	15	7	2	0.0	4	8	0	10*
O=C(Nc1cc(C(F)(F)F)ccc1N1CCOCC1)c1cccnc1Cl	1	2	10	-4	-1	-0.7	0	-8	-4	-1
Cc1cc2ccccc2n2c(SCC(=O)NCC3CCCO3)nnc12 (configuration not stated)	-5	-2	6	2	2	0.0	-28	-5	2	-24
COc1ncc(-c2ccc(N3C(c4ccc([N+](=O)[O-])cc4)=Cc4ccccc4C3CC(C)=O)cc2)cn1 (configuration not stated)	-2	8	1	-2	3	-0.1	-34	-8	1	-25
C[C@H](CO)N1C[C@H](C)[C@@H](CN(C)Cc2ccccc2)OCCCC[C@H](C)Oc2ccc(N(C)C)cc2C1=O	-6	0	7	14	0	-1.8	-12	0	7	-2
Cc1ccc(C(=O)Nc2ccc(N3CCOCC3)cc2)cc1	5	-6	0	2	2	0.3	5	-5	3	5
O=C1NC[C@H](CCCCN2C[C@@H](Cc3ccccc3)N(CCC3CCCCC3)C(=O)C2=O)N(CCC2CCCCC2)C1=O	2	-2	6	-9	0	1.0	3	-6	2	4
CCOC(=O)Nc1ccc(S(=O)(=O)N2CCC(c3nc4ccccc4[nH]3)CC2)cc1	3	-8	5	10	-4	0.1	0	10	2	0
CCCCn1c(SCc2nnc(-c3ccccc3)o2)nc2c1c(=O)n(C)c(=O)n2C	-5	2	11	4	4	0.8	-4	13	4	2
Cc1ccc(CC(=O)OCCNC(=O)c2cccnc2)cc1	-3	9	-5	6	-2	-0.3	1	0	0	1
COc1cccc(C(O)c2nc3ccccc3n2C(C)C)c1 (configuration not stated)	-4	7	7	0	0	-0.3	5	4	3	-1
CC(=O)c1cccc(NC(=O)N2CCC(NC(=O)C34CC5CC(CC(C5)C3)C4)CC2)c1	-2	-2	7	13	-3	0.2	-9	0	0	3
CN1C(=O)C(CC(=O)NCCc2ccccc2)N(NC(=O)c2ccc(Cl)cc2)C1=S (configuration not stated)	4	-8	-5	-4	-3	0.5	-5	-4	3	1
C[C@H](CO)N1C[C@H](C)[C@@H](CN(C)Cc2cccnc2)OCc2cnnn2CCCC1=O	-2	-2	-1	-9	3	0.9	2	-5	2	1
CN(C)c1ccc(/C=N/Nc2nc3ccccc3o2)cc1	-34	6	7	14	-8	-2.8	-73	1	-5	-49
COc1ccc2oc(=O)c(C(=O)NCc3ccco3)cc2c1	-182	6	3	5	-2	3.5	i	4	-4	i
CC(=O)c1cccc(N2C(=NC(=O)C3CCCCC3)SC3CS(=O)(=O)CC32)c1 (configuration not stated)	-2	2	-3	-15	-8	-0.3	0	-3	1	4
CC(C)[C@H](NC(=O)OCc1ccccc1)C(=O)N[C@@H](Cc1c[nH]c2ccccc12)C(=O)O	-1	-7	6	3	2	-0.4	0	0	-1	-1
CC(=O)N(c1nc(CCl)cs1)c1ccc(C)cc1C	-1	-1	2	-16	4	-0.3	-5	-8	5	3
COc1ccc(-c2oc(/N=C/N3CCOCC3)c(C#N)c2-c2ccc(OC)cc2)cc1	-2	4	-12	6	-6	0.4	-7	0	0	-3
Cc1cccc(NC(=O)c2sc3nc(N)c(C#N)cc3c2N)c1	-3	3	1	2	2	0.1	-28	-2	3	-29
Oc1ccccc1/C=N/n1cnn(Cc2ccccc2Cl)c1=S	0	0	0	18	2	0.6	0	4	-1	-2
COc1ccc(COC(=O)c2cc(S(=O)(=O)N3CCCCC3)ccc2N2CCOCC2)cc1	0	0	1	-8	2	0.8	-1	0	-3	7
O=C(NC1CCCC1)c1ccc(CNc2c(N3CCOCC3)c(=O)c2=O)cc1	1	-9	-8	-4	-7	-0.7	4	1	0	1
CCN(CC)c1ccc(/C=N/NC(=O)CNC(=O)c2cccs2)cc1	-93	-8	-6	4	-6	3.3	-68	3	0	-43
O=C(c1ccc2c(c1)C(=O)NC2=O)c1ccc2c(c1)C(=O)NC2=O	-2	0	-1	1	2	0.4	-1	-1	4	2
N#Cc1nc(-c2ccc(OCc3ccccc3)cc2)oc1N1CCC(C(N)=O)CC1	-31	-5	1	-5	-4	-1.1	-5	-7	-3	-4
COc1ccc2cc(CCNC(=O)c3ccco3)c(=O)[nH]c2c1	-7	-7	-6	10	2	0.2	-8	-4	-4	-1
Cc1cc(NS(=O)(=O)c2ccc(NC(=O)NC3CCCCC3)cc2)no1	-5	4	-2	-9	6	-0.2	-1	0	18	6
